TR SRC2 fluor cs: Total Fluorescence Counterscreen for Inhibitors of the Interaction of Thyroid Hormone Receptor and Steroid Receptor Coregulator 2 | TRb/SRC2 Texas Red total fluorescence interference | Potency, µM (titrated, usually from 106 µM), inactives show top-dose fluorescence change, negative = quenching | actives 0.29% (n = 280,000); active means well fitted curve in either direction with a large enough effect; inconclusive means small, poorly fitted or top-dose-only effect
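Human TRβ ligand-binding domain (0.6 uM) and Texas Red SRC2 peptide (20 nM) in Tris buffer with 1 uM T3 and 5% DMSO were incubated with pinned compound for 5 hr at ambient temperature. Total fluorescence was computed as S + 2P (555/632 nm).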
TRb-SRC2 inh: qHTS for Inhibitors of the Interaction of Thyroid Hormone Receptor and Steroid Receptor Coregulator 2; Thyroid hormone receptor beta (Homo sapiens), P10828; TRbeta-SRC2 peptide binding, fluorescence polarization; receptor liganded with 1 µM T3; Potency, µM (highest dose often 106 µM), for the others: at the top dose activity change, negative = inhibition, hits mostly inhibitors; actives 0.065% (n = 280,000); AID 1469, 2008; active means well fitted inhibition curve with a large enough effect; inconclusive means small, poorly fitted or top-dose-only effect, or effect the other way;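 further: plate controls were bound peptide for no effect and peptide without receptor for full effect; nearly all actives have a fitted effect of over 50% in size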
Target sequence (P10828 whole entry, looked up): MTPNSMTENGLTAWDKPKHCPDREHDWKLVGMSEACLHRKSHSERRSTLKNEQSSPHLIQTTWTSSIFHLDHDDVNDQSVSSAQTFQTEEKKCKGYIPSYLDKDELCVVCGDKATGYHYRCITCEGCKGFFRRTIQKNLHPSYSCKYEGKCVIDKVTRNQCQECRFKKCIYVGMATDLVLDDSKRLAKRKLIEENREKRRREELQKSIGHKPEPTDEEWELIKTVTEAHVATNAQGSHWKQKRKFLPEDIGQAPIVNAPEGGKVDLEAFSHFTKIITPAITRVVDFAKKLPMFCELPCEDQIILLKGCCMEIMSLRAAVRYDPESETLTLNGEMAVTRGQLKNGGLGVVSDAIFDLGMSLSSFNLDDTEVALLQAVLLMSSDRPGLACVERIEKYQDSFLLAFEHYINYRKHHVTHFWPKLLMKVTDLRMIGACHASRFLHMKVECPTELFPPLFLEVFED
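Human TRb ligand-binding domain (0.6 uM) is mixed with 20 nM Texas Red SRC2 peptide and 1 uM T3; after compound addition and 5 hr at ambient temperature, polarization is measured and normalized to unbound and bound controls.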
LMNA splice mod: qHTS Assay for Modulators of Lamin A Splicing; Potency, µM (highest dose often 46.1 µM), without a hit: at the top dose ratio change, negative = inhibition, actives largely listed as inhibitors; actives 0.01% (n = 200,000); HeLa LMNA splicing GFP/RFP minigene ratio, 48 h; active means well fitted inhibition curve with a large enough effect in the signal ratio, with a control signal flat, not every such curve was filed as active; inconclusive means small, poorly fitted or top-dose-only effect, or effect the other way, or a change in a side signal; the % refers to the signal ratio
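S3 HeLa cells stably expressing lamin A-EGFP splicing minigene plus DsRed2, 600 cells/well, 48 h compound exposure at 37C. Laser-scanning cytometry; analysed as GFP (500-530 nm)/RFP (575-640 nm) total intensity ratio; 0.5% DMSO vehicle.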
Numbers without * were called inactive; ? = inconclusive; [ ] = remark or other dose. Unless noted, on the % scale 0 is the no-effect control and ±100 the full control effect; potency means the concentration at half of the fitted maximal effect. The list is partial, so the mix of outcomes need not match the whole.

Values run as follows: TR SRC2 fluor cs, TRb-SRC2 inh, LMNA splice mod
- Cc1cccc(-n2ncc3c(N4CCN(CCO)CC4)ncnc32)c1
 : 2%, 0%, -16%[46 µM]
- CCOc1ccc(NC(=O)CSc2nccn2C2CCCC2)cc1
 : -4%, 0%, 10%[46 µM]
- O=C(COc1ccccc1Cl)Nc1nc2c(s1)CCCC2
 : -29%, 4%, ?
- Cc1cccn2c(=O)cc(COc3cccc(NC(=O)c4ccccc4F)c3)nc12
 : -1%, -7%, ?
- COc1ccccc1C(c1c(O)cc(C)n(Cc2ccco2)c1=O)N1CCCCC1 (stereo unspecified)
 : -1%, 3%, ?
- Cc1ccc(C)c(CN2CCC(CNC(=O)Cn3ncc4c([nH]c5ccccc54)c3=O)CC2)c1
 : -7%, 4%, -7%[46 µM]
- COc1ccc(-c2cnc(C)o2)cc1S(=O)(=O)Nc1ccc(OC(F)(F)F)cc1
 : -1%, 7%, ?
- COc1ccc(C(CC(=O)Nc2ccc(OC)c(OC)c2)N2Cc3ccccc3C2=O)cc1 (stereo unspecified)
 : -3%, -7%, 0%[46 µM]
- CCOC(=O)c1c(C)oc2nc(C)nc(N3CCN(c4ccc(OC)cc4)CC3)c12
 : -2%, 4%, -15%[46 µM]
- COc1ccc(NC(=O)c2c(NCc3cccs3)sc3c2CCCCC3)c(OC)c1
 : 3%, 3%, 7%[46 µM]
- COc1ccccc1CNC(=O)c1ccc(-n2c(C)cc3c2CCCC3)cc1
 : -15%, 0%, ?
- O=S(=O)(NCc1ccccc1)c1ccc(-c2cnc(C3CC3)o2)cc1
 : -1%, 1%, ?
- CC1CCN(S(=O)(=O)c2cc(C(=O)NCCc3ccccc3)n(C)c2)CC1
 : 1%, -2%, ?
- Cc1ccc(NC(=O)C(=O)NCC(c2cccnc2)N2CCN(Cc3ccccc3)CC2)cc1Cl (stereo unspecified)
 : -1%, -11%, 12%[46 µM]
- CC(=O)c1cccc(NC(=O)c2cc(C)nc3c2c(C)nn3-c2cccc(Cl)c2C)c1
 : 4%, 6%, -17%[46 µM]
- COc1ccccc1CN1CCC(CNC(=O)c2cnn(-c3ccc(Cl)cc3)c2C2CCN(C(=O)OC(C)(C)C)CC2)CC1
 : -1%, -8%, ?
- CCC(=O)C1=C(c2ccc(OC)c(OC)c2)N(C(=O)CC)n2c(nnc2-c2ccc(C)cc2)S1
 : -2%, -6%, ?
- Cc1ccc(-n2nnnc2CNC(=O)c2cc(C(F)(F)F)cc(C(F)(F)F)c2)cc1C
 : -2%, 4%, ?
- CCOc1ccccc1NC(=O)c1c(C)cc(C)nc1SCC(=O)c1cccc(OC)c1
 : -21%, 1%, ?
- COC(=O)c1c(-c2cccs2)csc1NC(=O)c1ccc(C(C)(C)C)cc1
 : -3%, -3%, -21%[46 µM]
- Cc1ccc(CCNC(=O)c2c(C)oc3ncn(CC(C)C)c(=O)c23)cc1
 : ?, -15%, -3%[46 µM]
- Cc1ccc(S(=O)(=O)c2[nH]c(-c3ccccc3)nc2SCCC(=O)O)cc1
 : 8%, -1%, 21%[46 µM]
- CCc1ccc(CNC(=O)c2c(C)oc3ncnc(N4CCOCC4)c23)cc1
 : 5%, -4%, 9%[46 µM]
- NC(=O)c1ccccc1NC(=O)CN1c2ccccc2S(=O)(=O)c2ccccc21
 : -2%, -8%, ?
- COC(=O)c1ccc(OCC2c3cc(OC)c(OC)cc3CCN2C(=O)Cc2ccc(OC)cc2)cc1 (stereo unspecified)
 : 0%, 0%, -12%[46 µM]
- COc1ccc(OC)c(NC(=O)c2cc(CN3CCCC3)on2)c1
 : -10%, 1%, -9%[46 µM]
- CCOC(=O)Cn1c(=O)n(C2CCCCC2)c2nc(-c3ccc(C(C)C)cc3)nc(C(N)=O)c21
 : -6%, 3%, 11%[46 µM]
- CCOC(=O)c1ccc(CN(Cc2ccc(F)cc2)S(=O)(=O)c2ccc(F)c(C(=O)Nc3c(C)cccc3C)c2)cc1
 : -2%, 2%, -5%[46 µM]
- Cc1ccc(NC(=O)C(=O)NCC(c2ccc3c(c2)OCO3)N2CCOCC2)c(C)c1 (stereo unspecified)
 : 3%, 3%, 17%[46 µM]
- CC(=O)Nc1nonc1-c1nnc(SCC(=O)Nc2ccccc2Cl)n1C
 : -10%, 1%, 19%[46 µM]
- COc1ccc(-c2nc(CCNC(=O)c3cccs3)cs2)cc1OC
 : 1%, 6%, -5%[46 µM]
- Cc1ccc(NC(=O)CSc2nc3ccccc3c(=O)n2CCC(=O)NC2CCCCC2)cc1C
 : -1%, -4%, ?
- CSc1ncc(C(=O)N2CCN(c3cc(Cl)ccc3C)CC2)c(C)n1
 : -10%, 7%, -16%[46 µM]
- Cc1cccc(CNC(=O)CN2C(=O)CCCc3ccccc32)c1
 : 3%, -8%, -9%[46 µM]
- O=C(Cn1c(=O)nc(-c2ccccc2)c2ccccc21)NCc1ccc(Cl)cc1
 : 0%, 3%, ?
- CCOC(=O)CSc1nc2c(sc3cccc(F)c32)c(=O)n1Cc1ccc(OC)cc1
 : -3%, -4%, 16%[46 µM]
- COC(=O)c1ccc(NC(=O)N2CCC(CN3CCc4ccccc4C3)CC2)cc1
 : 112µM*[quencher], -30%, ?
- CCCCNc1oc(-c2ccc(COc3ccccc3C)o2)nc1C#N
 : 9%, 0%, 8%[46 µM]
- Cc1cc(C)n(-c2nc(C)c(C)c(=O)n2CC(=O)Nc2ccc(Cl)c(Cl)c2)n1
 : -1%, -2%, 16%[46 µM]
- Cc1ccc(CNC(=O)c2cnn3c(C)c(Cc4c(F)cccc4Cl)c(C)nc23)cc1
 : -1%, 4%, 19%[46 µM]
- O=C(Nc1ccc(F)c(Cl)c1)C1CCN(S(=O)(=O)c2ccc3[nH]c(=O)ccc3c2)CC1
 : 1%, 3%, 18%[46 µM]
- COc1ccccc1C(=O)Nc1cccc(C(=O)OCc2cc(=O)n3nc(C4CC4)sc3n2)c1
 : 0%, 6%, 7%[46 µM]
- Cc1cc(C)cc(C(=O)Nc2nnc3n2CCS3)c1
 : -1%, -3%, -2%[46 µM]
- COc1ccc(OC)c(NC(=O)c2cnn(-c3ccc(C)cc3)c2C2CCNCC2)c1
 : -42%, 0%, -8%[46 µM]
- COc1ccc(CCC(=O)NC2CC(=O)N(c3ccc(C)c(C)c3)C2)cc1 (stereo unspecified)
 : 1%, 5%, 11%[46 µM]

A different layout for some results above:
| compound | TR SRC2 fluor cs | TRb-SRC2 inh | LMNA splice mod |
| --- | --- | --- | --- |
| O=C(Cn1c(=O)nc(-c2ccccc2)c2ccccc21)NCc1ccc(Cl)cc1 | 0% | 3% | ? |
| CCOC(=O)CSc1nc2c(sc3cccc(F)c32)c(=O)n1Cc1ccc(OC)cc1 | -3% | -4% | 16%[46 µM] |
| COC(=O)c1ccc(NC(=O)N2CCC(CN3CCc4ccccc4C3)CC2)cc1 | 112µM*[quencher] | -30% | ? |
| CCCCNc1oc(-c2ccc(COc3ccccc3C)o2)nc1C#N | 9% | 0% | 8%[46 µM] |
| Cc1cc(C)n(-c2nc(C)c(C)c(=O)n2CC(=O)Nc2ccc(Cl)c(Cl)c2)n1 | -1% | -2% | 16%[46 µM] |
| Cc1ccc(CNC(=O)c2cnn3c(C)c(Cc4c(F)cccc4Cl)c(C)nc23)cc1 | -1% | 4% | 19%[46 µM] |
| O=C(Nc1ccc(F)c(Cl)c1)C1CCN(S(=O)(=O)c2ccc3[nH]c(=O)ccc3c2)CC1 | 1% | 3% | 18%[46 µM] |

(next part)
Values run as follows: TR SRC2 fluor cs, TRb-SRC2 inh, LMNA splice mod
- COc1ccc(N2CC(NC(=O)/C=C\c3ccc4c(c3)OCO4)CC2=O)cc1 (stereo unspecified)
 : -2%, -6%, 6%[46 µM]
- CCN(C(=O)Cn1c(SCC(=O)Nc2ccc(OC)cc2)nc2ccccc21)c1cccc(C)c1
 : 1%, -1%, -18%[46 µM]
- COc1ccc(OC)c(C2C(C(=O)Nc3ccccc3OC)=C(C)Nc3c(C(=O)Nc4ccc(F)cc4)cnn32)c1 (stereo unspecified)
 : 0%, -5%, ?
- CCc1ccc(-n2nc(C)c3c(C(=O)Nc4cc(OC)cc(OC)c4)cc(C)nc32)cc1
 : -3%, 9%, ?
- CCN1c2cc(C)ccc2-n2cccc2C12CCN(C(=O)Nc1cc(OC)c(OC)c(OC)c1)CC2
 : 0%, 13%, -15%[46 µM]
- COc1ccc(-n2c(SCC(=O)NCc3ccc(C)cc3)nc3n[nH]c(C)c3c2=N)cc1
 : 3%, 4%, 11%[46 µM]
- CCCCN(CCCC)CCNC(=O)CN1C(=O)CSc2ccc(S(=O)(=O)N3CCOCC3)cc21
 : 0%, -3%, -9%[46 µM]
- CCOc1ccc(OCC)c(NC(=O)c2cnc3c(-c4ccccc4)c(C)nn3c2C)c1
 : 0%, -4%, -10%[46 µM]
- CCc1ccccc1NC(=O)Cn1c(=O)ccc2cc(S(=O)(=O)N3CCCC3)ccc21
 : 0%, -3%, -12%[46 µM]
- CCCCOC(=O)c1ccc(NC(=O)C2(c3cccs3)CCOCC2)cc1
 : -1%, -7%, 32%[46 µM]
- O=C(O)CSc1nc2ccc(NC(=O)COc3ccc(Cl)cc3)cc2s1
 : 2%, 1%, 0%[46 µM]
- Cc1cc(C)cc(Nc2ncnc3onc(-c4ccc(F)cc4)c23)c1
 : 1%, 4%, -25%[46 µM]
- Cc1ccccc1C1=CCN(c2ncc(NC(=O)c3ccc(Cl)cc3)cc2C(=O)O)CC1
 : -4%, 11%, -9%[46 µM]
- COc1ccc(C)cc1NS(=O)(=O)c1ccc(-c2cnc(C3CC3)o2)cc1
 : -2%, 0%, ?
- O=C(CSc1nccn1Cc1ccco1)Nc1ccc(OC(F)(F)F)cc1
 : -9%, 1%, 3%[46 µM]
- COc1cc(OC)c(N(C)C(=O)c2sc3nc4n(c(=O)c3c2C)CCCC4)cc1Cl
 : 2%, 2%, -5%[46 µM]
- COc1ccc(-c2n[nH]c3c2cnc2ccc(F)cc23)cc1
 : 0%, 11%, 4%[46 µM]
- Fc1ccc(Cn2c(-c3cccc(Br)c3)nc3ccccc32)cc1
 : -1%, 2%, ?
- CCOC(=O)c1c(NC(=O)c2ccc(S(=O)(=O)N3CCC(C)CC3)cc2)sc2c1CCN(C(C)C)C2
 : 0%, 0%, ?
- CC1CCN(C(=O)C2COc3ccccc3C2)CC1 (stereo unspecified)
 : 0%, 5%, -1%[46 µM]
- COc1ccc(Cn2c(CO)cnc2SCC(=O)NCc2ccco2)cc1
 : 0%, 1%, -6%[46 µM]
- CCOc1ccc(NC(=O)c2c(NCc3sccc3C)sc3c2CCCCC3)cc1
 : 1%, 1%, ?
- CCOC(=O)C1CCCN(S(=O)(=O)c2cc3c4c(c2)CC(=O)N4CCC3)C1 (stereo unspecified)
 : -1%, -3%, -5%[46 µM]
- COc1ccc(CCNC(=O)c2ccc3c(c2)N(Cc2ccccc2Cl)C(=O)c2ccccc2S3)cc1OC
 : -3%, -1%, -11%[46 µM]
- Cc1cccc(Cn2c(SCc3ccc(C(=O)NCCc4ccccc4)cc3)nc3cccnc32)c1
 : ?, -5%, ?
- Cc1cc(=O)n(CC(=O)Nc2cccc([N+](=O)[O-])c2)c(-n2nc(C)cc2C)n1
 : -2%, 3%, ?
- O=C(Cn1ncc2c([nH]c3ccccc32)c1=O)Nc1cc(F)ccc1F
 : -2%, 7%, 1%[46 µM]
- CSc1ccc(CCNC(=O)c2cc3cc(S(=O)(=O)N4CCCCC4)ccc3n2C)cc1
 : -3%, 6%, ?
- CCn1cc(S(=O)(=O)c2cc(C)cc(C)c2)c(=O)c2cc(F)c(N3CCOCC3)cc21
 : -9%, 3%, -1%[46 µM]
- COc1ccc(NC(=O)Cn2c(=O)oc3cc(S(=O)(=O)N4CCCCCC4)ccc32)cc1OC
 : 0%, -3%, 13%[46 µM]
- CC1=C(C(=O)Nc2ccccc2)C(c2ccc(C(=O)O)cc2)n2nc(SCC(=O)c3ccc(C)cc3)nc2N1 (stereo unspecified)
 : 0%, -3%, 22%[46 µM]
- O=c1cc(-c2ccccc2)nc(SCc2nc(-c3ccccc3Cl)no2)[nH]1
 : -2%, -2%, -16%[46 µM]
- Cc1ccc2c(C)c(C(=O)NCC(c3ccc(Cl)cc3)N3CCOCC3)oc2c1 (stereo unspecified)
 : -1%, -2%, ?
- O=C(CN1C(=O)c2cccnc2Sc2ccccc21)Nc1cc(F)ccc1F
 : -1%, 1%, -7%[46 µM]
- CC(C)NC(=O)c1nn(C)c2c1CS(=O)(=O)c1ccccc1-2
 : 8%, 0%, 26%[46 µM]
- CCOc1cccc2sc(N(Cc3cccnc3)C(C)=O)nc12
 : 0%, -6%, ?
- CCc1cccc(NC(=O)CN2C(=O)CCc3cc(S(=O)(=O)N4CCOCC4)ccc32)c1
 : -1%, 2%, ?

Assay outcomes from PubChem BioAssay.
